# KDM5B inh = inhibitors of human KDM5B histone demethylase; Potency, µM (highest dose often 57.7 µM), inactives show at the highest dose activity change, negative = inhibition, usual class: inhibitors; actives 2.6% (n = 220,000); Q9UGL1; AID 1347165; KDM5B demethylase, FDH-coupled NADH fluorescence (FDH is formaldehyde dehydrogenase); active means well fitted inhibition curve with a large enough effect; inconclusive means small, poorly fitted or top-dose-only effect; inactive means no such curve, though single readings can be large or run the other way; further: 0% is about no effect; nearly all actives have a fitted effect of over 70% in size
#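 Here, H3K4me3 peptide (12.5 µM in substrate mix) is demethylated by KDM5BΔAP, 200 nM final, after 10 min compound exposure. Formaldehyde product is coupled through FDH (0.25 U/mL in mix) to NADH fluorescence; 30-min ΔRFU feeds dose-response curves.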
# Active calls of the source: *; i = inactive; ? = inconclusive; [ ] = dose if it differs, or a comment. Potency means the concentration at half of the fitted maximal effect. Only part of the results is shown; count on the stated rates, not on these rows.
SMILES,KDM5B inh
Cc1cccc(OC(=O)c2snnc2C)c1C,-24.1%
O=C(C1CCC(Cn2c(=O)c3sccc3n(Cc3ccccc3)c2=O)CC1)N1CCOCC1 (stereo not drawn),-15.4%
CC(NC(=O)c1ccc(Br)o1)C12CC3CC(CC(C3)C1)C2 (stereo not drawn),?
Cc1ccccc1C(=O)N1CCc2nc(C(C)C)nc(-c3ccc(O)cc3)c2CC1,24.7%
Cc1nc(C(=O)N2CC[C@H](N3CCN(C)CC3)[C@H](CCCO)C2)cs1,-27.3%
Cn1ccc2c(C(=O)NCCc3cnc[nH]3)nc(-c3ccc([S+](C)(=O)[O-])cc3)cc21,i
COC(=O)CSc1nc2c(c(=O)[nH]c(=O)n2C)n1Cc1ccccc1,2.9%
CN(C)S(=O)(=O)c1ccc2oc(SCC(=O)N3CCCC3=O)nc2c1,22.8%
COCCNC(=O)C1CCC(CNS(=O)(=O)c2c(C)cc(C)cc2C)CC1 (stereo not drawn),-7.4%
Nc1ccc(C(=O)NCCCCCCNC(=O)c2ccc(N)cc2)cc1,18.6%
COC(=O)C1(C(=O)OC)CC(C(=O)OC)(C(=O)OC)C(C(=O)OC)(C(=O)OC)C1,20.9%
Cc1ccc(NC(=O)CN2C(=O)S/C(=C/c3ccncc3)C2=O)cc1,-15.7%
CCCn1nc(C(=O)Nc2nc(-c3ccccn3)cs2)c2ccccc2c1=O,1.7%
Cc1cc(C)c(C)c(S(=O)(=O)N2CCN(C(=O)c3cc(S(=O)(=O)N4CCOCC4)ccc3F)CC2)c1C,11.2%
Cc1ccc(NC(=O)Cn2c3ncccc3c(=O)n2-c2ccc(C)c(C)c2)c(Cl)c1,-14.2%
Cc1ccsc1-c1nc(-c2nnn3c2COC(c2ccc(Cl)cc2)C3)no1 (stereo not drawn),-19.3%
COc1ccccc1C(=O)Nc1cccc(C(=O)OCc2cc(=O)n3ccsc3n2)c1,-6.6%
Cc1ccc(C(=O)c2oc3ccccc3c2NC(=O)COc2ccc(C(C)(C)C)cc2)cc1,-24.4%
CCN(CC)c1cc(CCC(=O)NCCc2ccccn2)ccn1,?
Cc1ccc(C)c(NC(=O)C2CCCN(S(=O)(=O)c3cccc4nsnc34)C2)c1 (stereo not drawn),-0.4%
COc1ccc(C(=O)NC(=S)NNC(=O)c2ccc(O)cc2)cc1[N+](=O)[O-],?
CC(C)NC(=S)NCCc1ccc(Cl)cc1Cl,9.5%
CCONC(=O)C(NC(=O)Cc1ccc2ccccc2c1)C(C)C (stereo not drawn),21.2%
CC(C)C1CC(C(=O)Nc2ccccc2)C(=O)O1 (stereo not drawn),7.2%
Cc1nc2ccccc2c(C)c1CC(=O)N(CC(F)(F)F)C(C)C1CC1 (stereo not drawn),7.4%
# Remaining list, next part.
SMILES,KDM5B inh
COc1ccc(C)cc1NC(=O)Cn1c(=O)oc2cc(S(=O)(=O)NCc3ccccc3)ccc21,-19.4%
COCCn1nc(C(=O)NCC(c2ccc(OC)cc2)N2CCCC2)ccc1=O (stereo not drawn),11.7%
Cc1[nH]c2ccccc2c1C(=O)C(N)=O,6.0%
CC(C)CC(=O)NCCC1=CCCCC1,-2.1%
O=C1NC(C(=O)O)=CC(c2cc(Cl)ccc2Cl)N1 (stereo not drawn),1.7%
c1ccc(-c2cc(NCCCOc3cccnc3)n3nccc3n2)cc1,22.4µM*
CCOC(=O)CN1C(=O)C2(CC(=O)Nc3[nH]ncc32)c2ccccc21 (stereo not drawn),5.0%
COc1ccc(OC)c(NC(=O)c2c(C)oc3ncnc(N4CCOCC4)c23)c1,-28.5%
Cc1cccc(CC(=O)N2CCC(Cc3nc(C(C)C)no3)CC2)c1,13.2%
Cc1cc(C)cc(Nc2cc(C(=O)NCCCN(Cc3ccccc3)C(C)C)c3ccccc3n2)c1,?
CC(C)CN1CC2CCC(C1)N2c1ccc(C(F)(F)F)cc1,-2.0%[149 µM]
COCCN1CCCCC(CC(=O)Nc2cc(C)c(Cl)cc2OC)C1=O (stereo not drawn),6.3%
CN(CC(=O)N(C)C1CCCCCC1)c1ncnc2nc[nH]c12,-2.3%
CCOc1cc(/C=C/C(=O)c2ccc(C)cc2)cc(Br)c1O,-9.4%
O=C(Nc1ccc(Cl)cc1)N1CCSC1=NCc1ccccc1,1.7%
CCOC(=O)c1c(CCl)nc2ccccc2c1-c1ccccc1,81.1%[activator]
N#CC1(NC(=O)CSc2nc(-c3cccs3)nc3ccccc23)CCCCC1,0.0%
O=C(Cn1c(=O)n(Cc2ccc(C(=O)NCc3ccc4c(c3)OCO4)cc2)c(=O)c2ccccc21)Nc1cccc(Cl)c1,?
COc1ccc(N(Cc2cccs2)C(=O)c2ccc(C(C)(C)C)cc2)cc1,-14.4%
COc1ccc(CNC(=O)c2nc(-c3ccccc3)oc2C)cc1OC,7.3%
CCCN(C)c1ccc(/C=N/NC(=S)Nc2cccc(SC)c2)cc1,11.1%
CCCCOC(=O)c1ccc(NC(=O)c2cc(=O)c3ccc(C)c(C)c3o2)cc1,20.4%
CN1CC(=O)N(c2cccnc2)Cc2c(NCC3CC3)ncnc21,?
Cn1c(CN2CCOCC2)nnc1SCc1cccc(F)c1,0.0%
CCCN1CCN(c2ncnc3sc(C(=O)Nc4ccc(OC(F)(F)F)cc4)c(C)c23)CC1,59.5%[activator]

# 3 structures out of the list, arranged by SMILES length, largest number first:
SMILES,KDM5B inh
CC(NC(=O)c1ccc(Br)o1)C12CC3CC(CC(C3)C1)C2 (stereo not drawn),?
CC(C)CN1CC2CCC(C1)N2c1ccc(C(F)(F)F)cc1,-2.0%[149 µM]
O=C1NC(C(=O)O)=CC(c2cc(Cl)ccc2Cl)N1 (stereo not drawn),1.7%

# New compounds follow:
SMILES,KDM5B inh
N#Cc1ccc(C(=O)N2CCC(Cc3ccc(C(N)=O)cc3)CC2)cc1,-1.1%
Cc1ccc(NC(=O)C(C)Nc2ccc3oc(C)nc3c2)c(C)c1 (stereo not drawn),?
Cc1cc(C)cc(NC(=O)C2CCN(S(=O)(=O)c3cccc4nonc34)CC2)c1,5.4%
O=C1CO[C@H](c2ccc(NS(=O)(=O)c3cccc(F)c3)cc2)[C@@H](CO)N1C1CCOCC1,-9.5%
O=C(O)C(Cc1ccccc1)NC(=O)C12CC3CC(CC(C3)C1)C2 (stereo not drawn),18.0%
CC(Oc1ccccc1)C(=O)N1CCCC(n2cc(-c3nc(C4CC4)no3)nn2)C1 (stereo not drawn),-6.4%
COCCN1C(=O)c2cccn2CC1CNC(=O)COc1ccc(F)cc1 (stereo not drawn),-18.1%
COC(=O)[C@H](NC(=O)[C@@H]1[C@@H](NC(=O)NC(C)C)CCN1C(=O)c1cccn1C)C(C)C,-1.7%[86.2 µM]
CCOc1cc(C#N)ccc1OC(=O)c1ccccc1,-3.3%
CCOC(=O)CN(Cc1cccs1)C1CC1,13.7%
CN(C)c1ccc(Nc2nc3ccccc3nc2NS(=O)(=O)c2cccs2)cc1,6.7%
O=C(CN1CCCc2nc(-c3ccncc3)ncc2C1=O)NCC1CC1,-9.0%
COCCCNC(=O)C(NC(=O)c1ccccc1)C1CCN(C(=O)c2ccc(Cl)cc2)CC1 (stereo not drawn),-18.1%
CCC(C)NC(=O)C(=O)N1CCN(c2nc(C)c3c(c2C#N)CCCC3)CC1 (stereo not drawn),?
OCCOc1ccc(-c2c(-c3ccccc3)ncn2CCc2cccnc2)cc1,5.7%
COc1ccc(S(=O)(=O)c2c(Nc3c(C)cccc3C)sc(C(=O)c3ccc(F)cc3)c2N)cc1,?
CCOc1ccc2c(n1)CCN(C(=O)C1(c3ccccc3)CC1)C2,?
CCOCCCNCc1cccc(C)c1,-24.5%
CCN(C(=O)c1cc2c(s1)-c1ccccc1OC2)c1cccc(C(F)(F)F)c1,?
O=C(Cn1nc(Cc2cccnc2)c2ccccc2c1=O)Nc1cc(F)ccc1F,-4.2%
Cc1ccccc1-c1nnc(NC(=O)Nc2ccccc2)s1,1.6%
CC(C)CCN1CCOc2cc(C(=O)Nc3ccc(F)cc3)ccc2C1,-17.8%[86.2 µM]
COCCC(=O)N[C@@H]1CN(Cc2ccccn2)C[C@H]1CN(C)C,?
Cc1cccc2sc(NC(=O)C3CCN(C(=O)c4ccco4)CC3)nc12,?
O=C(Nc1ccc(OCc2ccccc2)cc1)C(Sc1ccccc1)c1ccccc1 (stereo not drawn),-0.2%
# Further structures follow:
SMILES,KDM5B inh
O=C(c1cn(CCOc2ccccc2)c2ccccc12)C1CC1,12.9%
COc1ccc(NC(=O)Cn2c(=O)n(-c3ccccc3)c(=O)c3c2cc(C)n3C)cc1,28.3%
CC(C)c1nc2c(c(-c3ccc(O)cc3)n1)CCN(Cc1ccccn1)CC2,-33.0%
Fc1cccc(CSc2nc3ncc(Cl)cc3[nH]2)c1,-8.4%
O=C(Cc1ccc(Cl)cc1)N1CCN(c2ccccc2O)CC1,-3.5%
CCN(CC)S(=O)(=O)c1cc(NC(=O)Cn2ncc(Cl)c(Cl)c2=O)ccc1C,-1.7%
Cc1nnc2n1CCC(N(C)C(=O)Cc1ccccc1F)CC2 (stereo not drawn),-7.0%
CC(C)(C)C(=O)NC[C@H]1O[C@H](Cc2cc(COc3ccccc3)on2)CC[C@@H]1O,-1.8%[86.2 µM]
O=C(c1ccc(C(F)(F)F)cc1)N1CCC2(CC1)CCN(Cc1cccs1)c1ccccc1O2,?
N#Cc1c(SCC(=O)Nc2ccccc2)nc(N2CCCC2)c2c1CCCC2,15.0%
C=CCN1C(=O)c2ccccc2NC1c1ccc(Br)s1 (stereo not drawn),?
C#CCNC(=O)C1CCc2nnc(-c3ccc(Cl)cc3Cl)n21 (stereo not drawn),?
CC(C)CC(=O)Nc1cc2c(cc1Sc1ccccc1Cl)n(C)c(=O)n2C,9.1%
CCOc1ccccc1CNC(=O)c1ccc(-c2nc(CSc3ccc(C)cc3)c(C)o2)cc1,?
COc1ccc(-c2cc(N3CCN(C(=O)c4cc(OC)cc(OC)c4)CC3)n[nH]2)cc1,11.8%
S=C(Nc1cccc(Cl)c1Cl)N1CCCC1,-17.0%
COc1ccc2cc(-c3nc(Cl)c4c5c(sc4n3)CCCC5)c(=O)oc2c1,?
C[C@H](N=C1NS(=O)(=O)c2ccccc21)C(=O)OCc1cc([N+](=O)[O-])cc2c1OCOC2,15.9%
COc1ccc(CCNC(=O)Cn2cc(S(=O)(=O)Cc3cccc(Cl)c3)c3ccccc32)cc1OC,-7.9%
COc1cccc(NC(=O)CCN2C(=O)C3CC=CCC3C2=O)c1 (stereo not drawn),-3.3%
O=C(NCc1ccco1)N1C[C@@H]2CN(C(=O)C3CC3)C[C@]2(C(=O)O)C1,?
O=C(Nc1ccc(OC(F)(F)F)cc1)C1CCN(S(=O)(=O)c2cccs2)CC1,?
Cc1nc2cc(NC(C)C(=O)Nc3ccc(C(N)=O)cc3)ccc2o1 (stereo not drawn),?
Cc1ccc(-c2cccc(CN3C4CCC3CN(C(=O)Nc3ccccc3F)C4)c2)c(C)c1,-2.0%
Oc1ccc2ccccc2c1C=Nc1cc(Cl)cc(Cl)c1,?

# Four records drawn at random from the list so far:
SMILES,KDM5B inh
C=CCN1C(=O)c2ccccc2NC1c1ccc(Br)s1 (stereo not drawn),?
CC(C)(C)C(=O)NC[C@H]1O[C@H](Cc2cc(COc3ccccc3)on2)CC[C@@H]1O,-1.8%[86.2 µM]
Cc1ccc(-c2cccc(CN3C4CCC3CN(C(=O)Nc3ccccc3F)C4)c2)c(C)c1,-2.0%
CC(C)c1nc2c(c(-c3ccc(O)cc3)n1)CCN(Cc1ccccn1)CC2,-33.0%

# The list goes on.
SMILES,KDM5B inh
O=c1c(-c2ccccc2)nnc2sc(-c3ccccc3Br)nn12,3.6%
Cc1cc(C)cc(OCC(=O)Nc2ccc(S(=O)(=O)Nc3onc(C)c3C)cc2)c1,-29.0%
Cc1cccc(-c2nc(C#N)c(NCCc3ccccc3)o2)c1,?
CC(C)c1ccc(-c2nonc2NC(=O)c2cc(=O)c3cc(Cl)ccc3o2)cc1,-3.4%
Cc1ccc(C)c(NC(=O)c2n[nH]c(=O)c3ccccc23)c1,17.2%
O=C(NCc1nnc2ccc(-c3ccccc3)nn12)c1cc2ccccc2[nH]1,?
COc1ccc(CCNC(=O)COc2ccc3ccc(=O)oc3c2)cc1,-8.9%
COc1ccc(OC)c(C(=O)CC2(O)C(=O)N(C)c3ccc(Br)cc32)c1 (stereo not drawn),12.5%
COc1cccc(-c2c(NC(=O)c3ccc(C)cc3)oc3ccccc3c2=O)c1,0.2%
O=C(c1ccno1)N1CCN2C(=O)N(Cc3ccc(F)cc3)C[C@H]2C1,13.6%[86.2 µM]
CN1CCC(N2CC[C@H](c3nc4ccccc4s3)C2)CC1,28.2µM*
O=Cc1c(Cl)[nH]c2ccccc12,16.5%
CCOc1ccccc1C(=O)N1CCC(Oc2ncccc2C(=O)N2CCCCC2)C1 (stereo not drawn),-6.9%
Cc1cccc(OCC(=O)NCc2nnc3ccc(-c4ccccc4)nn23)c1,-18.7%
COc1ccc(-c2cc(N3CCCC(NC(=O)c4ccc5cc[nH]c5c4)C3)n[nH]2)cc1 (stereo not drawn),-29.5%
Cc1cc(C(=O)COC(=O)c2ccc(O)cc2)c(C)n1CC(F)(F)F,1.2%
CCSc1nc(N2CCNCC2)c2sc3c(c2n1)COC(C)(C)C3,14.0%
Cc1noc(C)c1S(=O)(=O)NC1CCN(C(=O)N2CC3CC(C2)[C@H]2CCCC(=O)N2C3)CC1 (stereo partly drawn),11.7%
COc1ccc(CNC(=O)[C@@H]2CCC[C@@H](NCc3cccc(Cl)c3)CN(C)C(=O)C2)cc1,-12.0%
CC(=O)N[C@@H](Cc1c[nH]c2ccccc12)C(=O)NCCc1ccc(S(N)(=O)=O)cc1,35.4%
CSCC(=O)N1CC[C@H](NC(=O)Nc2ccc(F)cc2F)[C@H]1C(=O)N[C@@H](Cc1cccs1)C(N)=O,12.3%

# Records above marked active in KDM5B inh.
SMILES,KDM5B inh
c1ccc(-c2cc(NCCCOc3cccnc3)n3nccc3n2)cc1,22.4µM*
CN1CCC(N2CC[C@H](c3nc4ccccc4s3)C2)CC1,28.2µM*

# Screening results deposited in PubChem BioAssay by National Center for Advancing Translational Sciences (NCATS).
